Rtt109 Vps75: C. albicans Rtt109 histone acetyltransferase inhibition. Q5AAJ8. purified Rtt109/Vps75, ThioGlo CoA-SH fluorescence, 4 h. inhibition, % at 34.9 µM. actives 0.16% (n = 330,000);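 active = inhibition of at least 50% in every replicate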
NSD2 HMT inh: NSD2 (human) methyltransferase inhibition; NSD2 peptide methylation, AlphaScreen, 120 min; inhibition, % at 12.5 µM; O96028; actives 0.54% (n = 310,000); in the data active = inhibition above about 50%
CAL PDZ FP-1: blocks peptide binding to the human CAL PDZ domain; AID 602252; Q9HD26; actives 0.92% (n = 300,000); inhibition, % at 24.9 µM; purified CAL PDZ, TMR-peptide fluorescence polarization, 1 h;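 active = mean inhibition of at least 30% with at least half of replicates also reaching 30%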;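 also: 0% = DMSO neutral control and 100% = excess unlabeled competitor peptide PRC23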
PvdQ acylase: P. aeruginosa PvdQ acylase inhibition; purified PvdQ acylase, fluorescence plate reader; inhibition, % at 10 µM; actives 0.063% (n = 340,000); AID 488965; in the data active = inhibition above about 30%, passing the limit was not always enough;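 also: 0% = vehicle neutral wells and 100% = reference inhibitor wells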
CAL PDZ FP-2: inhibitors of human CAL PDZ peptide binding; Q9HD26; purified CAL PDZ, TMR-peptide fluorescence polarization, 1 h; inhibition, % at 20 µM; actives 0.02% (n = 330,000); AID 504414;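 active = highest replicate inhibition of at least 40%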;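 also: plate controls were DMSO neutral control wells for no effect and unlabeled competitor peptide control wells for full effect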
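Assay system – tagged CAL PDZ protein CerCALP, purified · Timing – 1 h at RT · Compound – single point, 20 µM · Measured by – fluorescence polarization from S- and P-plane intensities, G-factor corrected · Evaluation – inhibition from polarization loss · Probe or stimulus – TMR reporter peptide T*-PRC34 · Buffer or medium – pH 7.4 phosphate-saline buffer, reducing agent, detergent, IgG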
PfHsp90 yeast 2: growth inhibition of yeast expressing Plasmodium Hsp90 | actives 0.32% (n = 310,000) | inhibition, % at 9.4 µM | S. cerevisiae expressing PfHsp90, BacTiter-Glo ATP, 48 h; yeast lacking PDR1 and PDR3 efflux regulators;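 active = every replicate shows inhibition above about 80%, whatever the replicate mean, limit read from the data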;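 also: 0% = DMSO neutral controls and 100% = 20 µM radicicol positive controls; yeast relying on Plasmodium falciparum Hsp90 in place of its own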
SR-BI HDL uptake: blocks mouse SR-BI lipid uptake from DiI-HDL; Q61009; ldlA[mSR-BI] CHO cells, DiI-HDL uptake fluorescence, 3 h; inhibition, % at 12.5 µM; actives 0.96% (n = 320,000); AID 488896;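 active = mean replicate inhibition of at least 70% and a set share of replicates each scoring 70 or more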;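 also: 0% = median of neutral control wells and 100% = median of positive control wells; values of inactives mirror those of a sister screen read the other way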
Target sequence (Q61009 whole entry, looked up): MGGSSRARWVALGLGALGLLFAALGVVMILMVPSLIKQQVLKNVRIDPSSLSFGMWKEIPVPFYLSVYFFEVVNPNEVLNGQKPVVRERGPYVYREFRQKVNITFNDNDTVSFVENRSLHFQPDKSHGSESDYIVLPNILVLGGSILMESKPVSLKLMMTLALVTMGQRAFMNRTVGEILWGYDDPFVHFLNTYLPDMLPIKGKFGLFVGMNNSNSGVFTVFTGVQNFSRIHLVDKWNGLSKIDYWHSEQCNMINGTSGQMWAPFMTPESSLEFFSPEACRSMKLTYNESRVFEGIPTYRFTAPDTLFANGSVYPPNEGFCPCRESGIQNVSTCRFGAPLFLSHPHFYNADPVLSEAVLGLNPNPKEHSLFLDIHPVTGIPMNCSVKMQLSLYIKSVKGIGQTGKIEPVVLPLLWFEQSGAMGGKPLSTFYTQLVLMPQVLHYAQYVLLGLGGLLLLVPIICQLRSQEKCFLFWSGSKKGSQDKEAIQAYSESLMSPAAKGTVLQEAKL
MITF act: MITF TRPM1 promoter activation in melanoma cells | SK-MEL-5 TRPM1-promoter luciferase, 24 h; % of positive control, neutral wells = 0 | actives 0.75% (n = 300,000) | activation, % at 12.5 µM;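 active = mean activation of at least 80% with every replicate also reaching 80%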;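 also: 0% = neutral control wells and 100% = parthenolide positive control wells; values of inactives mirror those of a sister screen read the other way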
SR-BI DiI-HDL act: enhances SR-BI lipid uptake from DiI-HDL; CHO ldlA[mSR-BI] cells, DiI-HDL uptake fluorescence, 3 h; 100 = double the neutral-control signal; activation, % at 12.5 µM; actives 0.096% (n = 320,000); AID 504775;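 active = mean replicate activation of at least 60% and every replicate at or above 60%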;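 also: 0% = median plate neutral-control signal and 100% = twice that signal; values of inactives mirror those of a sister screen read the other way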
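Material – SR-BI-overexpressing, LDLR-lacking CHO cells · Medium – BSA-supplemented, HEPES-buffered Ham's F12, pH 7.4 · Doses – single concentration · Times – compound with DiI-HDL co-incubation, 3 h at 37 °C · Measured by – bottom-read fluorescence, 550/595 nm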
dFosB activator: activators of mouse delta FosB homodimer; activation, % at 25 µM; P13346; purified delta FosB, TAMRA-CDK5 oligo fluorescence polarization; percent of positive-control signal above neutral wells; actives 0.99% (n = 340,000);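 active = mean activation above about 17%, with every replicate also reaching it, limit read from the data, passing the limit was not always enough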;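 also: fluorescence polarization rise as delta FosB binds a TAMRA Cdk5 AP-1 oligo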
Target sequence (P13346 whole entry, looked up): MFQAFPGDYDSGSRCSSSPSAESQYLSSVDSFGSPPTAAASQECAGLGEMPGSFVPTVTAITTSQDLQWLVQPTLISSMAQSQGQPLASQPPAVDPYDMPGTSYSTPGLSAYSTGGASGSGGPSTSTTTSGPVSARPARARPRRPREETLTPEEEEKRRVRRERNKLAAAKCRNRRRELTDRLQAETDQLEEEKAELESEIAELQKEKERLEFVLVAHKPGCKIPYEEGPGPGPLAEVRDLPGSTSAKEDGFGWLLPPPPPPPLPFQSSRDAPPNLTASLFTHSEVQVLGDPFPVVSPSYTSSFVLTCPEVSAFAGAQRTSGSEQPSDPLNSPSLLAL
Starred values were filed as active, the others as inactive; · = no result given.

Preview (3 entries):
Results follow in this order: Rtt109 Vps75 | NSD2 HMT inh | CAL PDZ FP-1 | PvdQ acylase | CAL PDZ FP-2 | PfHsp90 yeast 2 | SR-BI HDL uptake | MITF act | SR-BI DiI-HDL act | dFosB activator
NC(=O)CC(NC(=O)Cc1ccc(Br)cc1)c1ccc(NC2CC3CCC2C3)c([N+](=O)[O-])c1 (stereo unspecified)
→ 8.2 | · | -4.3 | -0.8 | 0.1 | -1.9 | 6.0 | 43.0 | -6.0 | -5.3
Cc1ccc(C(=O)Nc2ccccc2Cl)cc1
→ 18.6 | -1.8 | · | 2.4 | -2.7 | 7.0 | -3.8 | · | 3.8 | -3.2
Cc1c(C(=O)O)cnc2c([N+](=O)[O-])cnn12
→ -0.5 | 2.1 | -1.3 | -3.2 | 0.4 | 6.0 | -9.4 | -6.7 | 9.4 | 2.0

The list itself, from the first entry:
Results follow in this order: Rtt109 Vps75 | NSD2 HMT inh | CAL PDZ FP-1 | PvdQ acylase | CAL PDZ FP-2 | PfHsp90 yeast 2 | SR-BI HDL uptake | MITF act | SR-BI DiI-HDL act | dFosB activator
NC(=O)CC(NC(=O)Cc1ccc(Br)cc1)c1ccc(NC2CC3CCC2C3)c([N+](=O)[O-])c1 (stereo unspecified)
→ 8.2 | · | -4.3 | -0.8 | 0.1 | -1.9 | 6.0 | 43.0 | -6.0 | -5.3
Cc1ccc(C(=O)Nc2ccccc2Cl)cc1
→ 18.6 | -1.8 | · | 2.4 | -2.7 | 7.0 | -3.8 | · | 3.8 | -3.2
Cc1c(C(=O)O)cnc2c([N+](=O)[O-])cnn12
→ -0.5 | 2.1 | -1.3 | -3.2 | 0.4 | 6.0 | -9.4 | -6.7 | 9.4 | 2.0
O=C(Nc1ccc2c(c1)OCCO2)C1CCN(S(=O)(=O)c2cccc3nsnc23)CC1
→ -3.4 | · | -1.9 | -4.7 | · | -2.9 | -26.9 | 0.7 | 26.9 | 6.3
O=C(Nc1ncc2c(n1)-c1ccccc1CC2)c1cccs1
→ 3.4 | -7.4 | 0.0 | -18.5 | -3.7 | 1.2 | 14.3 | -0.7 | -14.3 | -22.3
COc1cc(/C=C/C(=O)O)cc(S(=O)(=O)N2CCc3ccccc3C2)c1OC
→ -5.9 | -2.1 | -8.6 | -13.0 | -0.3 | -13.6 | -3.0 | 3.2 | 3.0 | -0.4
CCOC(=O)N1CCC(=NNc2ncc(C(F)(F)F)cc2Cl)CC1
→ 0.0 | -2.9 | -2.7 | -2.8 | -1.1 | -5.3 | 24.3 | -2.3 | -24.3 | -0.5
O=C(COC(=O)C1CCC1)Nc1ccc(OC(F)F)cc1
→ 9.2 | -8.5 | · | -8.1 | -0.1 | 17.7 | 5.4 | -0.3 | -5.4 | 7.3
CC1CCCCC12NC(=O)N(CC(=O)Nc1ccc(N3CCCCC3)cc1)C2=O (stereo unspecified)
→ -0.3 | 11.4 | -0.7 | -7.1 | -0.8 | -14.3 | -16.0 | 11.3 | 16.0 | -5.7
CCOC(=O)c1ccc(N/C=C/C(=O)c2ccco2)cc1
→ -4.4 | -6.0 | -2.0 | -6.7 | -2.4 | -1.9 | 13.1 | 38.1 | -13.1 | -1.1
Cc1nc(SCC(=O)Nc2ccc3c(c2)OCCO3)nc(C)c1C
→ 0.6 | · | -1.4 | 5.9 | -0.5 | 26.6 | -4.9 | 10.9 | 4.9 | -11.9
O=C1OCCN1C(=O)[C@H]1[C@H](c2ccc(Cl)cc2)C(c2ccc(F)cc2)=NN1c1ccccc1
→ -0.6 | · | 5.9 | -12.8 | -0.6 | -34.0 | -0.5 | 5.7 | 0.5 | -20.0
CCOc1cc2[nH]c(=O)n(Cc3cccc(OC)c3)c(=O)c2cc1OCC
→ -2.9 | -8.9 | 5.7 | -12.1 | 0.5 | · | 21.9 | · | -21.9 | 5.0
CCOC(=O)c1ccc(NC(=O)CCNC(=O)c2ccc([N+](=O)[O-])cc2)cc1
→ 3.8 | -0.8 | -3.7 | -4.7 | -1.6 | -20.4 | 3.1 | -7.4 | -3.1 | -6.5
Oc1ccccc1N=N/C(=N/Nc1ccccc1O)c1ccccc1
→ 3.8 | · | -7.3 | -1.1 | 0.0 | 18.8 | 7.3 | 1.3 | -7.3 | 8.9
COc1cc(OC)c(OC)cc1CNc1cc(C)ccc1OC
→ -3.5 | 16.1 | -1.4 | -20.8 | -2.0 | -3.1 | 72.2* | -22.1 | -72.2 | -7.1
COc1ccc([C@H]2CC(=O)C=C(c3cccc(F)c3OC)C2)cc1
→ -0.7 | · | -2.1 | 8.1 | -0.9 | -39.6 | 28.1 | 3.9 | -28.1 | 1.1
Cc1cccc(C(=O)N2CCC(=O)N(C(COCc3cccc(Cl)c3)Cc3ccccc3)CC2)c1 (stereo unspecified)
→ 1.3 | · | -1.2 | -9.1 | -0.5 | 4.2 | 3.7 | -4.8 | -3.7 | -2.1
CCc1nnc(NS(=O)(=O)c2ccc(NC(=O)c3cc(Cl)ccc3Cl)cc2)s1
→ 1.8 | -3.3 | -1.0 | -2.1 | -0.2 | 1.4 | -23.9 | -2.7 | 23.9 | -1.6
COC(=O)C1=C2c3[nH]c4ccccc4c3CCN2C(=O)CC1
→ 5.7 | · | 4.5 | 7.2 | 0.7 | 0.7 | 19.5 | · | -19.5 | 0.8
O=C(Nc1ccc(Cl)cc1)Nc1ccc(-c2cnco2)cc1
→ 3.8 | -4.4 | -4.2 | -2.8 | -1.0 | 2.0 | 37.8 | 32.3 | -37.9 | 39.3*
COc1ccc(-n2cc(C#N)c(=O)[nH]c2=O)cc1
→ -6.9 | -1.6 | 1.8 | -1.8 | 0.3 | -5.5 | -16.0 | -2.4 | 16.0 | -0.2
COc1ccccc1N1CCN(S(=O)(=O)c2cn(C)cn2)CC1
→ 1.4 | 4.5 | -0.9 | -17.1 | -1.6 | -21.0 | -14.8 | -3.7 | 14.8 | -6.3
COc1cccc(C(=O)Oc2ccc(/C=N/NC(=O)c3ccncc3)cc2OC)c1
→ 2.5 | 1.0 | · | -7.2 | -3.1 | 8.3 | · | -7.5 | · | -10.2
CCc1ccc(NS(=O)(=O)c2ccc3[nH]cc(C(=O)NCC4CCCO4)c(=O)c3c2)cc1 (stereo unspecified)
→ 17.6 | 4.5 | -1.0 | -7.2 | -1.6 | -12.5 | -6.3 | 4.6 | 6.3 | -25.5
CNC(=O)CC(C(=O)O)c1ccc(OCC(C)C)cc1 (stereo unspecified)
→ · | -0.4 | -2.5 | 4.8 | -2.9 | -25.6 | -0.9 | 14.7 | 0.9 | -2.8
C=CCN1C(=O)C(C)NC1=S (stereo unspecified)
→ -12.6 | -2.3 | -3.4 | -16.7 | 0.1 | -5.6 | -26.1 | · | 26.1 | -4.0
O=C(Nc1nnc(-c2cccs2)o1)c1cccc(C(F)(F)F)c1
→ -15.2 | · | · | -13.5 | -1.6 | -106.7 | -4.0 | -17.1 | 4.0 | -5.8
Cc1ccc(S(=O)(=O)N2CCN(C(C(=O)Nc3ccc(F)cc3)c3ccccc3)CC2)cc1 (stereo unspecified)
→ -4.0 | -0.6 | -4.1 | -6.3 | -0.7 | -18.5 | -10.2 | -11.2 | 10.2 | 2.3
CSCC(=O)N1CCC(n2nccc2NC(=O)c2ccc3c(c2)OCO3)CC1
→ -8.5 | -2.5 | -0.8 | -1.1 | -1.5 | 13.3 | -0.4 | 30.2 | 0.4 | 6.4
O=C(NCCc1ccccn1)c1ccc(NS(=O)(=O)c2ccc(F)cc2)cc1
→ -13.1 | 11.1 | -0.3 | 7.7 | 0.6 | -12.2 | -17.3 | 0.8 | 17.3 | -6.6
CCC(CC)CN1C(Nc2ccccc2)=NC[C@@H]1CC(C)C
→ 20.4 | · | -2.9 | 3.8 | 0.7 | -10.6 | -14.9 | 22.2 | 14.9 | 1.2
COc1ccc(C(=O)N2CCn3c(C)ccc3C2C)cc1 (stereo unspecified)
→ 1.9 | 1.4 | -3.3 | -7.5 | -2.3 | 9.4 | 1.0 | -6.0 | -1.0 | -4.5
COc1ccc(CCNC(=O)c2cc(-c3ccc(Cl)c(Cl)c3)oc2C)cc1
→ -0.6 | -0.5 | -5.7 | -4.5 | -1.5 | 6.4 | 2.2 | 5.6 | -2.2 | -5.0
COc1ccc(CNC(=O)c2cc(-c3cc(C)ccc3O)n[nH]2)cc1
→ 0.1 | -3.5 | -4.3 | -16.8 | -2.6 | -2.0 | · | 2.3 | · | -2.2
O=C(C1CCCCC1)N1CCC(n2nnc3ccccc32)CC1
→ -17.6 | 0.5 | -2.6 | -4.3 | -0.2 | -20.6 | -26.2 | -0.6 | 26.2 | -10.5
CN(C)CCCNC(=O)c1ccc(/C=N/O)nc1
→ -11.3 | -2.0 | 1.3 | -0.9 | 0.4 | -1.0 | -17.9 | -1.0 | 17.9 | 1.2
COc1ccccc1NC(=O)c1c([N+](=O)[O-])c(C(C)(C)C)nn1C
→ -4.8 | 4.3 | · | -7.4 | -3.5 | -23.9 | 52.9 | -6.9 | -52.9 | -5.8
O=c1[nH]n(-c2ccccc2)c(=O)cc1Cl
→ 0.3 | 1.3 | 6.2 | -6.7 | 0.3 | 0.3 | -19.2 | -6.6 | 19.2 | 0.7
CCCCCCCN1N=C(C)C(C(=O)c2ccccc2)C1=O (stereo unspecified)
→ 8.8 | -0.4 | -0.1 | 10.3 | -0.3 | 3.4 | -19.9 | 4.3 | 19.9 | 3.7
Cc1[nH]c(=O)c(C#N)cc1-c1ccccc1
→ -6.6 | 1.8 | -1.2 | -12.1 | -2.2 | -22.0 | -26.0 | · | 26.0 | -1.7
CCOC(=O)c1cc2c(c(CCO)n1)[C@@H](CCO)N(S(=O)(=O)C(C)(C)C)C2
→ -2.6 | · | -5.4 | -7.0 | -3.2 | -2.4 | 17.9 | 6.2 | -17.9 | -2.5
Cc1ccc(C)c(C(=O)COC(=O)c2nn(C)c(=O)c3ccccc23)c1
→ -0.4 | 0.6 | · | -2.6 | -2.1 | 18.0 | 32.7 | -8.1 | -32.7 | -23.8
CC(C)C[C@H](NC(=O)c1nc[nH]c1C(=O)NCCCCCNC(=O)OC(C)(C)C)C(=O)OCc1ccccc1
→ 10.1 | · | -1.2 | -10.7 | 0.1 | -12.3 | -56.0 | -11.6 | 56.0 | -9.5
CCOc1ccc(S(=O)(=O)N2CCN(C(=O)Cc3n[nH]c(=O)c4ccccc34)CC2)cc1
→ 2.6 | -1.3 | 1.1 | -15.7 | -2.6 | 7.3 | -19.7 | -16.5 | 19.7 | -9.3
COc1ccccc1N1CCN(/N=C/c2ccc(Cl)c([N+](=O)[O-])c2)CC1
→ 4.3 | 4.3 | -2.1 | 11.9 | -1.4 | 12.2 | 20.6 | 27.0 | -20.6 | -3.2

Source: PubChem BioAssay (Broad Institute)
